FN deposit inh: inhibitors of fibronectin matrix deposition, primary screen, AH1F cells, Alexa488-fibronectin fluorescence, plate reader | AH1F fibroblasts, overnight | inhibition, % at 12.6 µM | actives 0.086% (n = 350,000);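 active = mean inhibition across replicates of 30% or more, regardless of how many single replicates reach that level; inconclusive = mean under 30% yet at least half of replicates reach 30%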;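 note: positive control wells lacked labelled fibronectin entirely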
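test system = AH1F fibroblasts assembling fluorescent fibronectin matrix | quantity = 10000 AH1F cells per well | buffer or medium = DMEM plus 2% serum, read in PBS | doses = single dose, pinned | incubation = 1 h cell attachment, overnight exposure to compound and label | detection = fluorescence at 485 nm excitation, 525 nm emission | read-out basis = inhibition from reduced deposited-fibronectin fluorescence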
miR-122 sensor: miR-122 Renilla sensor signal increase in Huh7, primary screen, miR-122 inhibitor project, cell-based, single point, plate reader; actives 0.3% (n = 340,000); activation (reporter increase), % at 12.5 µM; AID 602342, 2012; Huh7 miR-122 Renilla luciferase sensor, 48 h; neutral wells = 0, positive control = 100;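 active = mean replicate activation score at least 90 and every replicate individually at or above 90; inconclusive = only one of the two criteria met; inactive = neither criterion met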;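 note: higher luciferase means less miR-122 activity so hits act as miR-122 inhibitors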
DENV2 CPE rescue: inhibitors of DENV2 cytopathic effect, primary screen, cell-based, plate reader, single concentration; CPE inhibition, % at 9.99 µM; actives 1.7% (n = 350,000); DENV2-infected cells, cytopathic effect rescue; in the data active = CPE inhibition above about 20%, passing the limit was not always enough; inconclusive = no clear call, values can overlap the other calls; tested in BHK-21 cells;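 note: 0% = median of neutral control wells and 100% = median of positive control wells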
EWS-Fli block: EWS/Fli-driven NR0B1 reporter inhibitors, primary screen, A673 cells, NR0B1 luciferase, luminescence, MLPCN library; viability-normalised; inhibition, % at 12.6 µM; actives 0.67% (n = 350,000);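 active = mean inhibition of at least 50% after viability correction, with every replicate also passing that limit; inconclusive = mean reaches 50% but only one of two replicates passes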;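 note: firefly luciferase signal divided by Alamar Blue viability fluorescence both relative to DMSO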
PAX8 inh HTS: inhibitors of PAX8-driven TPO luciferase reporter, primary screen, RMG-I cells, single concentration; SteadyGlo, 24 h; inhibition, % at 12.6 µM; actives 1.2% (n = 360,000);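 active = mean replicate inhibition at least 60% with every replicate also reaching 60%; inconclusive = only one of the two criteria is met; inactive = mean below 60% and not all replicates reaching 60%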;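 note: luciferase light reporting Pax8 driven TPO promoter activity; plate controls were median of neutral control wells for no effect and mitoxantrone controls for full effect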
CFTR F508del cor: F508del CFTR correction, initial screen, CFBE line, single point | actives 0.36% (n = 350,000) | AID 720511, 2013 | CFBE cells, YFP halide quenching; stimulated with forskolin plus potentiator P3; % fluorescence drop versus neutral controls | activity (quench increase), % at 7.58 µM;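 active = mean added fluorescence quench of at least 8% versus neutral control, with both replicates also reaching 8%; inconclusive = only one of the mean or replicate conditions met; inactive = mean below 8% and not both replicates reaching 8%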;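 note: cells transiently co-express mutant CFTR-F508del with the halide-sensitive YFP; corrector assay measuring rescue of mutant channel to the surface after 24 h compound exposure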
GSIS activator: GLuc luminescence reporter in INS-1E cells, primary screen for activators of glucose-dependent secretion of insulin. actives 0.61% (n = 370,000). INS-1E GLuc reporter insulin secretion, 2-3 h. activation, % at 16.6 µM;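 active = lowest replicate activation of at least 40%, so every replicate reaches that level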;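 note: 0% = median of neutral control wells and 100% = median of IBMX positive control wells; some compounds called inactive have numbers as strong as hits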
An asterisk follows results filed as active; ? = inconclusive; · = no result given; & = joins results of further samples; [ ] = dose if it differs, or a comment.

no.	canonical_smiles	EWS-Fli block	GSIS activator	FN deposit inh	miR-122 sensor	DENV2 CPE rescue	CFTR F508del cor	PAX8 inh HTS
1	CCOC(=O)C1=C(COC(=O)CCNS(=O)(=O)c2ccc(NC(C)=O)cc2)NC(=O)NC1C (stereo not given)	-2.9	15.5	0.4	·	8.3	0.7	6.0
2	O=C(Cc1ncc(C(F)(F)F)cc1Cl)NCc1cccnc1	-1.6	10.4	7.8	-5.6	2.3	1.4	16.3
3	Cc1cccc(CSc2nn3c(=O)c(C)nnc3s2)c1	·	28.6	-12.2	-4.5	·	·	-20.2
4	COc1ccc(OC)c(CCNC(=O)C2CCN(c3nnc(-n4cccc4)s3)CC2)c1	-6.0	·	-1.1	-5.1	-1.7	6.3	12.7
5	Cc1cc(CN(C)C(=O)c2ccc3nc(Cc4ccccc4F)oc3c2)n[nH]1	1.8	-6.5	-0.5	-4.1	-1.6	1.9	1.3
6	O=C1C=C(c2ccc3c(c2)OCO3)C[C@@H](c2ccc(Cl)cc2)C1	-1.6	6.1	-3.6	·	7.8	2.7	-12.7
7	CNC[C@@H]1Oc2ccc(NS(=O)(=O)c3ccc(OC)cc3)cc2CC(=O)N([C@H](C)CO)C[C@@H]1C	-3.3	6.5	·	-4.8[16.7 µM]	5.5	1.1	·
8	COc1ccc(CCNC(=O)c2cc([N+](=O)[O-])cc([N+](=O)[O-])c2)cc1OC	1.2	-12.4	5.3	5.6	0.9	1.8	8.2
9	CO[C@H]1CN(C)C(=O)c2ccc(NC(=O)c3ccccc3)cc2OC[C@@H](C)N(C(=O)C2CC2)C[C@H]1C	-7.4	-5.6	-8.3	12.7[16.7 µM]	·	1.6	10.0
10	C[C@H](CO)N1C[C@H](C)[C@@H](CN(C)S(=O)(=O)c2cccs2)Oc2ccc(NC(=O)Nc3ccccc3)cc2C1=O	1.3	4.4&-15.9	·	7.1	3.9	2.8	-0.1
11	Cc1ccc(-n2nc3ccc(NC(=O)/C=C/c4ccco4)cc3n2)cc1C	·	5.7	-15.3	5.6	·	·	·
12	CN(C)CC(=O)N[C@@H]1CC[C@@H](CCNC(=O)C2CCC2)O[C@@H]1CO	-6.4	8.1	3.3	·	1.4	-0.7	12.3

Record cards, as listed above:
Record of CN(C)CC(=O)N[C@@H]1CC[C@@H](CCNC(=O)C2CCC2)O[C@@H]1CO = EWS-Fli block = -6.4; GSIS activator = 8.1; FN deposit inh = 3.3; miR-122 sensor = ·; DENV2 CPE rescue = 1.4; CFTR F508del cor = -0.7; PAX8 inh HTS = 12.3
Record of Cc1ccc(-n2nc3ccc(NC(=O)/C=C/c4ccco4)cc3n2)cc1C = EWS-Fli block = ·; GSIS activator = 5.7; FN deposit inh = -15.3; miR-122 sensor = 5.6; DENV2 CPE rescue = ·; CFTR F508del cor = ·; PAX8 inh HTS = ·

Returning to the listing; the 2 compounds before the break are reprinted first.
no.	canonical_smiles	EWS-Fli block	GSIS activator	FN deposit inh	miR-122 sensor	DENV2 CPE rescue	CFTR F508del cor	PAX8 inh HTS
11	Cc1ccc(-n2nc3ccc(NC(=O)/C=C/c4ccco4)cc3n2)cc1C	·	5.7	-15.3	5.6	·	·	·
12	CN(C)CC(=O)N[C@@H]1CC[C@@H](CCNC(=O)C2CCC2)O[C@@H]1CO	-6.4	8.1	3.3	·	1.4	-0.7	12.3
13	Cc1noc(C)c1S(=O)(=O)Nc1ccc2c(c1)CC(=O)N([C@@H](C)CO)C[C@@H](C)[C@H](CN(C)C(=O)Nc1ccc3c(c1)OCO3)O2	-6.7	20.5	·	3.5[16.7 µM]	-6.9	1.4	-3.0
14	COC(=O)c1ccc(OC)c(NS(=O)(=O)c2ccc(-n3cnnn3)cc2)c1	0.3	3.6	8.0	34.0	-2.9	0.7	-2.0
15	Cc1ccc(OC(=O)C2CCN(C(=O)c3ccccc3C)CC2)c(Br)c1	6.1	-20.8	8.1	·	-8.9	1.2	-4.5
16	CC(C)(O)C#Cc1ccc(C(=O)N2CCN(c3ccc(Cl)cc3)CC2)cc1	7.2	-1.4	10.7	1.4	2.3	-2.2	0.7
17	CC(C)COC(=O)c1ccccc1OC(=O)c1ccncc1	-9.1	24.3	11.7	·	3.4	·	1.9
18	CCc1cccc(C)c1NC(=O)Nc1ccc2c(c1)OCO2	5.9	3.0	1.9	·	1.5	-0.5	15.1
19	Cc1nc[nH]c(=O)c1Br	5.0	14.1	4.9	·	-4.3	·	33.1
20	CCC(=O)N1[C@H](C#N)[C@@H](c2ccccc2-c2ccccc2)[C@@H]1CO	0.4	1.5	-4.1	·	16.0	0.2	·
21	COc1cccc(-c2nn(-c3ccc(C)cc3)cc2C(=O)NCC2CCCO2)c1 (stereo not given)	-20.9	-10.1	-2.4	7.1	8.5	-1.4	-33.2
22	Cc1nn(-c2ccccc2)c(N2CCCCC2)c1/C=N/NC(=O)c1ccncc1	-0.7	-4.8	5.4	·	-1.3	·	2.1
23	CCN(CC)S(=O)(=O)c1ccc(OC)c(NC(=O)c2ccc(=O)[nH]c2)c1	-1.3	35.1	-16.7	6.7	-2.4	1.4	11.3
24	CCN(CCCNC(=O)CC1Oc2ccc(C)cc2NC1=O)Cc1ccccc1 (stereo not given)	1.3	7.4	-23.3	-3.7	-0.3	0.8	-4.2

Random excerpt: 3 records from the list
no.	canonical_smiles	EWS-Fli block	GSIS activator	FN deposit inh	miR-122 sensor	DENV2 CPE rescue	CFTR F508del cor	PAX8 inh HTS
21	COc1cccc(-c2nn(-c3ccc(C)cc3)cc2C(=O)NCC2CCCO2)c1 (stereo not given)	-20.9	-10.1	-2.4	7.1	8.5	-1.4	-33.2
16	CC(C)(O)C#Cc1ccc(C(=O)N2CCN(c3ccc(Cl)cc3)CC2)cc1	7.2	-1.4	10.7	1.4	2.3	-2.2	0.7
13	Cc1noc(C)c1S(=O)(=O)Nc1ccc2c(c1)CC(=O)N([C@@H](C)CO)C[C@@H](C)[C@H](CN(C)C(=O)Nc1ccc3c(c1)OCO3)O2	-6.7	20.5	·	3.5[16.7 µM]	-6.9	1.4	-3.0

(continued)
no.	canonical_smiles	EWS-Fli block	GSIS activator	FN deposit inh	miR-122 sensor	DENV2 CPE rescue	CFTR F508del cor	PAX8 inh HTS
25	CC1(C)CC2(OC2c2ccccc2[N+](=O)[O-])C(=O)c2ccccc21 (stereo not given)	-5.1	16.2	-5.4	·	-0.5	-1.4	0.1
26	O=C(NNC(=S)Nc1ccc(F)cc1F)c1ccco1	-39.0	10.9	0.0	2.2	-3.7	-0.2	-102.7
27	Cc1cnc([N+](=O)[O-])n1CCOC(=O)c1cccc(F)c1	1.5	4.5	-4.6	-6.2	4.6	-1.3	9.6
28	O=C1c2ccccc2[C@@H]2C[C@@H](O)[C@H](Nc3cccc(Cl)n3)CCN12	-8.3	-0.6	14.8	-2.0	-8.9	-1.2	-17.7
29	O=C(NC1CCN(Cc2ccccc2)CC1)c1cccc(Br)c1	3.1	17.4	3.3	·	2.0	2.7	-6.2
30	CNC1(c2nnnn2-c2ccccc2C)CCOC(C)(C)C1 (stereo not given)	-7.3	8.6	2.3	·	7.6	3.1	-12.9
31	COc1ccc(S(=O)(=O)N(C)C[C@@H]2Oc3ccc(NS(=O)(=O)c4cn(C)cn4)cc3C(=O)N([C@H](C)CO)C[C@H]2C)cc1	-3.3	16.1	·	2.6[16.7 µM]	·	-2.9	·
32	COc1ccc(NC(=S)NC2CCCC2)c(OC)c1	10.2	1.7	-12.2	0.5	0.8	2.4	-2.0
33	O=C(O)CCCN1C(=O)C2C3CC(C2C1=O)C1C(c2ccccc2)c2sc(=O)n(-c4ccccc4)c2SC31 (stereo not given)	0.6	8.1	3.1	·	4.5	0.2	-3.1
34	COc1ccccc1CCNC(=O)c1cccc(NC(=O)CC2SC(N3CCCCC3)=NC2=O)c1 (stereo not given)	-1.1	-21.3	-1.5	·	9.9	-8.5	27.0
35	COc1ccc(Cl)cc1NC(=O)CN(C)CC(=O)Nc1ccc(C)cc1Br	9.8	-28.4	4.8	-3.4	-4.3	-3.3	20.2
36	COCCN(C(=O)CCC(=O)Nc1ccccn1)C(C(=O)NC(C)(C)C)c1ccc(OC)cc1 (stereo not given)	-7.4	2.3	-2.8	·	?	0.4	-13.4
37	C[C@H]1CCCCO[C@H](CN(C)C(=O)Nc2cccc3ccccc23)[C@@H](C)CN([C@@H](C)CO)C(=O)c2cc(NS(C)(=O)=O)ccc2O1	14.6	-1.4	·	-5.4[16.7 µM]	-10.6	-0.7	15.2
38	Cc1c(CC(=O)O)c(=O)oc2cc3occ(-c4ccc(F)cc4)c3cc12	-0.2	22.6	·	14.1	-11.8	-2.5	-23.6
39	CCc1noc(N)c1C(=O)Nc1ccc(Cl)cc1	·	4.9	5.0	·	-4.5	1.2	14.3
40	CCN(CC)CCNc1ccc(Cl)cc1[N+](=O)[O-]	·	·	4.8	-2.8	·	·	3.1
41	CCN(C[C@@H]1[C@@H](c2ccccc2)[C@H](CO)N1CC1CC1)C(=O)c1ccccn1	2.2	-1.1	-13.4	-14.3[16.7 µM]	·	1.5	-11.7
42	CC1(C)OC(=O)C2=C(CC(c3ccccc3)OC2CCc2ccccc2)O1 (stereo not given)	-5.5	-10.7	·	1.7	-11.2	2.8	-11.4
43	O=C(NC(O)C(=O)c1ccccc1)c1cccs1 (stereo not given)	-1.2	-6.1	-4.5	-1.3	1.9	-4.9	-6.8
44	COc1cc2c(cc1OC)CN(CC(=O)NC(=O)NCc1ccccc1)CC2	3.5	·	1.5	-1.2	-5.6	1.0	0.2
45	CCC1CCCCN1C(=S)NN=C(C)c1ccccn1 (stereo not given)	26.0	8.4	6.0	·	-6.4	5.0	38.6
46	C[C@@H]1CN([C@H](C)CO)C(=O)c2cc(C3=CCCC3)cnc2O[C@H]1CN(C)C(=O)Nc1cccc(F)c1	1.6	-17.7	-3.4	6.4[16.7 µM]	6.6	-0.6	10.8
47	O=C(Nc1ccccc1)C(=O)Nc1ccc2c(c1)N(C(=O)C1CC1)CCC2	-26.0	-0.3	1.8	·	-6.3	3.2	-139.0
48	COc1ccc(C2SCC(C(=O)O)N2C(C)=O)cc1 (stereo not given)	·	3.1	1.0	1.3	·	·	·
49	COc1cc(/C=N/NC(=O)c2cccc([N+](=O)[O-])c2)ccc1OC(=O)c1ccco1	6.5	5.2	-2.1	·	11.8	0.4	-4.0
50	C/C=C/c1ccc2c(c1)O[C@H](CN(C)C(=O)c1cnccn1)[C@@H](C)CN([C@@H](C)CO)S2(=O)=O	-0.4	26.2	-3.7	-1.8[16.7 µM]	9.7	-0.2	-27.2
51	CCOC(=O)c1c(C)c(C(=O)N2CCCCCC2)c(C)n1CC	11.7	·	·	-3.1	0.5	-0.6	·
52	Cc1nc(N2CCC(C)CC2)c2c(C)c(C(=O)Nc3ccc(C)c(F)c3)sc2n1	6.9	-1.7	2.1	·	-1.0	·	18.9
53	Nc1cc(S(=O)(=O)N2CCCCC2)ccc1Oc1ccccc1	-1.5	0.4	-4.3	·	-2.7	1.9	29.7
54	O=C(COC(=O)c1cc2ccccc2cc1O)NC(=O)NCc1ccco1	8.2	0.5	4.0	·	-1.0	1.1	1.6
55	CCCNC(=O)[C@H]1[C@H](CO)[C@H]2Cn3c(ccc(-c4ccccc4)c3=O)[C@@H]1N2C(=O)Nc1ccccc1	0.5	-2.9	·	6.2[16.7 µM]	6.9	-4.4	-2.3
56	Cc1ccc(S(=O)(=O)N(C)c2ccc(OC(=O)COc3ccccc3)cc2)cc1	-6.2	·	7.0	·	-5.1	-2.2	0.8

High-throughput results (PubChem)
